Screening results: PubChem BioAssay, several laboratories
FXIIa mix inh = inhibitors of human coagulation factor XIIa, pooled mixtures; purified FXIIa, fluorogenic substrate; inhibition, % at 5 µM; 62,000 tested, 0.2% active; AID 684;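 note: 0% = enzyme without compound and 100% = no enzyme blank; some results filed as inactive read as strong as hits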
Hsp90 block = displaces geldanamycin probe from tumor Hsp90; inhibition, % at 30 µM; 64,000 tested, 0.35% active; NCI-N417 lysate Hsp90, Cy3B-geldanamycin FP displacement;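 active = inhibition above 50%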;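 note: 0% = tracer plus lysate wells and 100% = tracer alone without lysate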
Cdc25B inh = human M-phase inducer phosphatase 2 inhibition. P30305. recombinant Cdc25B, OMFP fluorescence Ex485/Em525. inhibition, %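 (compounds tested at 10 µM final in the well)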. 65,000 tested, 0.1% active. AID 368; in the data active = inhibition above about 50%
CatG inh = inhibitors of human cathepsin G | inhibition, % at 5 µM (by protocol) | 62,000 tested, 0.2% active | purified enzyme, AMC-tetrapeptide fluorescence, pooled mixtures | P08311;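 active = inhibition above 20% in each of the two mixture wells holding the compound; inactive = inhibition of 20% or less in either well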;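 note: 0% = enzyme control without mixture and 100% = blank lacking enzyme; strong numbers were not always called active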
CatL inh = inhibitors of human cathepsin L | inhibition, %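 (tested at 10 µM)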 | purified cathepsin L, fluorogenic substrate, fluorescence | 58,000 tested, 0.17% active; in the data active = inhibition above about 45%;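 note: 0% = enzyme with no compound and 100% = no enzyme blank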
HTR1A agonist = activates the human 5-HT1a serotonin receptor; P08908; CHO 5-HT1a Ga15 NFAT-bla reporter, FRET ratio; 0% basal, 100% maximal reference agonist; activation, % at 10 µM; 65,000 tested, 0.56% active; AID 567;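 active = activation above the screen-wide mean activation plus 3 SD, cut at about 19% in these data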;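 note: 0% = DMSO wells and 100% = 5-CT at EC100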
MKP-1 inh = inhibitors of human MKP-1 phosphatase. P28562. recombinant MKP-1, OMFP hydrolysis fluorescence. AID 374. inhibition, %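 (compounds tested at a single concentration somewhere between 10 and 100 µM)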. 65,000 tested, 0.15% active;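 active = inhibition above about 50%, limit read from the data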;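 note: 0% = DMSO max control wells and 100% = wells with enzyme stopped by NaOH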
Target sequence (P28562 whole entry, looked up): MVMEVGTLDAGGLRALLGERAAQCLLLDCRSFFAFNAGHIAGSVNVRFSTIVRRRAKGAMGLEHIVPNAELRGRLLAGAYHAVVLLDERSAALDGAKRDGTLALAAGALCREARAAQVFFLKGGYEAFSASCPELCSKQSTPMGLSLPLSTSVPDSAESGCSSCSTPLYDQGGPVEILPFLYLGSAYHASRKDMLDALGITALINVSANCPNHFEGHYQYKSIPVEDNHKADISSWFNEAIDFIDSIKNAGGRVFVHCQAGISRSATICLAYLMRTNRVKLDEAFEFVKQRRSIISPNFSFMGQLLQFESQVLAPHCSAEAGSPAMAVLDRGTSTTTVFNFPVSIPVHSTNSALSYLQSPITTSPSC
C1s inh = human complement C1s inhibition | P09871 | 62,000 tested, 0.16% active | purified C1s, fluorogenic AMC substrate, pooled mixtures | mean inhibition % of two 10-compound mixtures (hits give high values), % at 5 µM (by protocol);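 active = inhibition above 20% in each of the two 10-compound mixture wells holding the compound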;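 note: 0% = enzyme wells lacking compound mixture and 100% = no-enzyme blank wells; some compounds called inactive have numbers as strong as hits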
FXIa inh mix = inhibitors of human coagulation factor XIa, pooled mixtures | AID 680 | inhibition, % at 5 µM | purified FXIa, fluorogenic substrate | 62,000 tested, 0.19% active | P03951;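 note: each value is inhibition by a whole ten-compound pool holding the compound; 0% = enzyme with no mixture and 100% = wells lacking enzyme; strong numbers were not always called active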
Target sequence (P03951 19-387 limits assumed): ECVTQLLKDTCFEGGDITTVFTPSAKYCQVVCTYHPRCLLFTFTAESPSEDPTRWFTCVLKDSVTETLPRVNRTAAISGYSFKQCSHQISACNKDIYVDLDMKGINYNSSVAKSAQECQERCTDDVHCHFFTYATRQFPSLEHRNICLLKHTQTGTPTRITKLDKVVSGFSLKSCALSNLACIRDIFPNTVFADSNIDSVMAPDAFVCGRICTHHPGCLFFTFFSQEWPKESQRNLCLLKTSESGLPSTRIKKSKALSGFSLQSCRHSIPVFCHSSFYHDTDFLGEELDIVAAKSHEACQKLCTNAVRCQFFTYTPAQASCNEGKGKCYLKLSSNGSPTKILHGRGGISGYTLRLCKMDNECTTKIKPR
Target sequence (P03951 388-625 limits assumed): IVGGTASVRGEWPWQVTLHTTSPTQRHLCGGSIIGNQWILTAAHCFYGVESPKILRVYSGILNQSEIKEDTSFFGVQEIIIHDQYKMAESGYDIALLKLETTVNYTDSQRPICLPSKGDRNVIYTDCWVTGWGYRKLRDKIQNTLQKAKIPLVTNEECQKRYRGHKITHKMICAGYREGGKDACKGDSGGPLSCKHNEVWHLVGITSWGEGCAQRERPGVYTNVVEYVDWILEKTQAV
Numbers without * were called inactive; nt = no result given. Cut-off read from the data, not from the text of the source, unless noted: active = inhibition above about 20% (passing the limit was not always enough); inactive = the rest. Rows were taken by chance, and some 1.6% of all compounds hit somewhere here.

SMILES	FXIIa mix inh	Hsp90 block	Cdc25B inh	CatG inh	CatL inh	HTR1A agonist	MKP-1 inh	C1s inh	FXIa inh mix
CCOC(=O)CC1C(=O)NCCN1C(=O)Nc1ccccc1 (configuration not stated)	2	-8	-6	3	0	-2.5	-15	2	2
CN(C)S(=O)(=O)c1ccc(NC(=O)c2cc3ccccc3o2)cc1	-1	1	22	-1	1	21*	30	-7	8
COCCn1c(-c2ccc(OC)cc2)cnc1N	1	1	-5	4	12	16	10	-17	-11
N#Cc1c(N)nc2c(c1-c1ccncc1)CCCC2	-3	-1	10	-6	-15	0.0	-10	-5	7
CCOC(=O)NC1(C(F)(F)F)C(=O)NC(C)=C1C#N (configuration not stated)	nt	1	-1	nt	33	-1.1	-4	nt	nt
CCCN1CCN(C(=O)C2CCN(S(=O)(=O)c3ccc4c(c3)oc(=O)n4C)CC2)CC1	6	-3	-13	5	2	-1.3	-1	4	-2
COc1cccc(NS(=O)(=O)c2c(C)cc(C)cc2C)c1	2	-2	-21	-3	4	-1.9	1	4	2
COC(=O)CSc1nnc2c3c4c(sc3nc(-n3nc(C)cc3C)n12)COC(C)(C)C4	1	-6	2	-6	5	-4.0	-14	-2	4
COc1cccc(OC)c1OCCCSc1nc(C)cc(=O)[nH]1	3	1	3	-5	6	-2.6	-5	-12	3
CN(C(=O)CSc1nnnn1-c1ccccc1)C1CCCCC1	7	4	-13	-7	9	1.1	0	-71	-24
CCOCCCNC(=O)C(c1ccc(Cl)cc1)N1CCN(C(=O)c2ccco2)CC1 (configuration not stated)	6	nt	-12	-3	-9	-0.8	6	-16	-1
Cc1c(NC(=O)CN2CC(C)OC(C)C2)c(=O)n(-c2ccccc2)n1C (configuration not stated)	0	-1	-13	-1	-7	-3.4	30	-17	3
CCCCCCN1Cc2ccccc2C1	12	2	6	2	1	2.5	-13	1	8
CCc1cc2c(=O)c(-n3cnc4ccccc43)coc2cc1O	5	38	8	0	1	2.3	1	-18	2
Cc1cc(OCC(=O)NCCO)ccc1Cl	3	-1	3	12	-4	1.1	8	18	7
CC(=O)c1c(C)[nH]c(C(=O)NCc2ccccn2)c1C	10	-3	-8	7	2	-5.3	-3	0	3
COc1ccc2cc(CN(CCCN3CCOCC3)Cc3nnnn3C3CCCC3)c(=O)[nH]c2c1	-3	-3	-8	-16	3	-2.6	11	-9	-2
CCN(CC)C(=O)C1CCN(S(=O)(=O)c2ccc(C3CNC(=O)C3)cc2)CC1 (configuration not stated)	7	0	-8	-2	nt	-1.5	7	-1	9
Cc1ccc(CNC(=O)c2coc(=O)c3ccccc23)o1	5	-11	0	8	2	-4.0	-5	12	9
O=c1[nH]c2ccccc2c2nc3ccccn3c12	-11	-3	1	1	-4	-1.1	-4	6	6

Results in FXIIa mix inh and Hsp90 block, for 2 of the compounds above:
SMILES | FXIIa mix inh | Hsp90 block
COc1cccc(NS(=O)(=O)c2c(C)cc(C)cc2C)c1 | 2 | -2
COC(=O)CSc1nnc2c3c4c(sc3nc(-n3nc(C)cc3C)n12)COC(C)(C)C4 | 1 | -6

Single entries from the entries so far.
Reading of `Cc1cc(OCC(=O)NCCO)ccc1Cl` in Hsp90 block: -1
Reading of `N#Cc1c(N)nc2c(c1-c1ccncc1)CCCC2` in C1s inh: -5
Reading of `CCCN1CCN(C(=O)C2CCN(S(=O)(=O)c3ccc4c(c3)oc(=O)n4C)CC2)CC1` in FXIa inh mix: -2

The list goes on:
SMILES	FXIIa mix inh	Hsp90 block	Cdc25B inh	CatG inh	CatL inh	HTR1A agonist	MKP-1 inh	C1s inh	FXIa inh mix
CCOC(=O)CNC(=O)CSc1nc2nc(C)c(Br)cc2[nH]1	3	0	8	-3	17	-2.0	-10	-14	-4
COc1cc(/C=N/n2cnnc2)ccc1OC(=O)c1cccnc1	2	nt	-15	7	nt	0.7	6	12	5
C[n+]1cnn2c1SCC1(COC1)C2	9	-2	6	3	5	-0.9	-16	-29	-5
O=C1CN(C(=O)CN2CCCC2)C(c2ccccc2)c2cc(Br)ccc2N1 (configuration not stated)	1	-2	-5	2	2	-1.0	-12	-47	-11
CCC(C)NC(=O)CS(=O)Cc1nc(-c2ccccc2C)oc1C (configuration not stated)	-18	-4	-8	1	5	-2.3	2	-28	12
COCCCNc1nc2c(c(=O)[nH]c(=O)n2C)n1CCCc1ccccc1	1	-3	1	13	-5	-1.1	-2	14	4
CC(C)[C@H](NC(=O)NCc1cccs1)C(=O)O	10	-2	-9	13	3	-1.9	-12	11	1
O=C(COc1ccccc1O)c1cccs1	-20	1	-10	-8	-6	-0.9	1	-38	-1
CCCCN(C)C(=O)CCC(=O)Nc1ccc2nc(N3CCOCC3)cc(C)c2c1	5	0	-10	-5	-17	-3.1	12	-27	-1
O=C(NC1CCCCCCC1)C1=COCCO1	9	0	-19	-3	12	-0.3	14	2	3
Cc1ccc2c(c1)N(CCC(=O)NCCN1CCOCC1)C(=O)CO2	-2	0	1	0	19	-4.2	-3	6	-11
C=CCn1c(SCC(=O)c2ccc(OC)cc2)nnc1-c1cc2cccc(OC)c2o1	4	-1	-3	7	11	-0.7	18	14	6
CCCc1cc(=O)[nH]c(SCC(N)=O)n1	-20	0	-9	10	11	-3.6	0	6	6
CCN(CC)S(=O)(=O)c1cccc(C(=O)OCC(=O)N2CC(=O)Nc3ccccc32)c1	7	-4	5	0	7	-3.9	22	4	1
Cc1cccc2cc(C#N)c(NCCNC(=O)NC3CCCCC3)nc12	2	3	1	2	-23	-2.1	-1	-1	5
CN(C)S(=O)(=O)N(CC(=O)N1CCOCC1)c1ccccc1	nt	-1	-7	nt	nt	-0.2	2	nt	nt
COc1cccc(NC(=O)CSCc2n[nH]c(=O)[nH]2)c1	6	-4	1	-4	-4	-3.2	4	-18	5
COc1cccc(C2=CC(c3ccc(OC)c(OC)c3OC)n3nnnc3N2)c1 (configuration not stated)	10	1	-1	-3	2	-1.7	4	-14	5
CCCc1cc(-c2nc(N)ncc2-c2ccc3c(c2)OCCCO3)c(O)cc1OC	nt	0	3	nt	2	4.3	-14	nt	nt
Cc1ccccc1Cn1cc(NC(=O)c2cc3nc(-c4ccco4)cc(C(F)(F)F)n3n2)cn1	-2	-1	-5	9	-10	1.9	24	4	2

Compound profiles, from the list above. Order of screens: FXIIa mix inh, Hsp90 block, Cdc25B inh, CatG inh, CatL inh, HTR1A agonist, MKP-1 inh, C1s inh, FXIa inh mix
COc1cccc(C2=CC(c3ccc(OC)c(OC)c3OC)n3nnnc3N2)c1 (configuration not stated) is listed with 10, 1, -1, -3, 2, -1.7, 4, -14, 5
COCCCNc1nc2c(c(=O)[nH]c(=O)n2C)n1CCCc1ccccc1 is listed with 1, -3, 1, 13, -5, -1.1, -2, 14, 4
C[n+]1cnn2c1SCC1(COC1)C2 is listed with 9, -2, 6, 3, 5, -0.9, -16, -29, -5
CCN(CC)S(=O)(=O)c1cccc(C(=O)OCC(=O)N2CC(=O)Nc3ccccc32)c1 is listed with 7, -4, 5, 0, 7, -3.9, 22, 4, 1

Going on with the list.
SMILES	FXIIa mix inh	Hsp90 block	Cdc25B inh	CatG inh	CatL inh	HTR1A agonist	MKP-1 inh	C1s inh	FXIa inh mix
O=C(CSc1nnc(-c2cccs2)o1)NCC1CN(Cc2ccccc2)CCO1 (configuration not stated)	3	-9	-9	9	14	-0.1	4	7	1
CCS(=O)(=O)N1CCN(Cc2ccncc2)CC1	-16	2	2	8	nt	6.8	-17	-16	-4
Cn1c2ccccc2c2nnc(SC3CCOC3=O)nc21 (configuration not stated)	13	-3	-4	-8	11	-3.6	-25	-7	2
Cc1ccsc1CNn1cnnc1SCc1ccccc1F	3	-6	-12	12	0	-2.3	9	13	8
Cc1oc2ccc(O)c(CN3CCOCC3)c2c1C(=O)c1ccc(Cl)cc1	2	6	6	4	nt	0.2	9	5	8
CCCS(=O)(=O)N1CCC(C(=O)N2CCOCC2)CC1	-5	-1	11	7	1	-5.7	-1	11	4
O=c1cc(NCC2CCCO2)[nH]c(=O)n1-c1ccc(Cl)cc1 (configuration not stated)	nt	0	-10	nt	nt	-0.5	0	nt	nt
CCC(CC)c1nc2cc(OC)c(OC)cc2c(=O)o1	nt	-3	-27	nt	24	-1.1	-18	nt	nt
CCOC(=O)Cn1c(=O)oc2cc(S(=O)(=O)NCc3cccs3)ccc21	10	-3	-20	-8	13	0.1	1	-6	3
CCCOc1ccc(N2C(=O)CC(NCc3ccncc3)C2=O)cc1 (configuration not stated)	5	0	-1	-1	0	-2.6	-1	4	4
COc1ccc(NC(=O)CSc2nccn2-c2ccccc2)cc1	-4	-1	4	27	16	-3.5	3	2	14
O=C(NCc1ccccc1)c1cccc(OCC(=O)N2CCN(C(=O)c3ccco3)CC2)c1	-20	-5	-8	-1	12	-1.2	-6	-33	-1
CC(C)(C)c1n[nH]c(=S)n(N)c1=O	7	-1	-6	-4	6	-2.1	-13	-28	-2
COc1ccc2c(CC(=O)N3CCN(S(=O)(=O)c4cccs4)CC3)coc2c1	4	-2	0	6	19	-1.5	25	14	4
CCCCOC(=O)NCN1C(=O)C2C3C=CC(C3)C2C1=O (configuration not stated)	1	0	-2	0	-2	-1.2	4	-26	7
O=C(C1CC1)N(Cc1ccco1)c1nc(-c2ccccc2)cs1	6	-5	0	-4	4	-4.3	1	-39	-8
CN=C1SC(CC(=O)Nc2cccc(Cl)c2Cl)C(=O)N1C (configuration not stated)	6	0	-2	5	-2	-1.9	14	-4	9
O=C(Nc1ccc(N2CCCCC2)c(Cl)c1)c1ncn[nH]1	-1	-1	1	5	17	-5.2	1	-11	18
COc1cc(OC)cc(C(=O)N2CCN(C(=O)c3cccc(F)c3)CC2)c1	3	-3	-11	16	9	-2.1	-4	13	6
CCOC(=O)c1[nH]c2cc3c(cc2c1NC(=O)CN1CCc2ccccc2C1)OCO3	nt	-4	-27	nt	-47	1.7	-6	nt	nt
O=C(Cc1cccs1)N(c1ccccc1)C1C=CS(=O)(=O)C1 (configuration not stated)	8	-4	-11	9	14	1.5	3	16	3
CC1CN(Cc2nc3c(c(=O)n(C)c(=O)n3C)n2CCCO)CC(C)O1 (configuration not stated)	5	0	-18	-28	-1	-1.6	8	3	11
NS(=O)(=O)c1ccc(NC(=O)COC(=O)CCNC(=O)NC23CC4CC(CC(C4)C2)C3)cc1	14	nt	6	-2	3	0.6	16	-8	1
Cc1cccc(C)c1NC(=O)C1(NC(=O)c2cnccn2)CCCCC1	9	-2	1	1	0	-0.8	6	4	0
COc1cc(OC)cc(C(=O)N2CCN(C(=O)COc3ccc4ccccc4c3)CC2)c1	1	-5	-5	10	nt	-3.8	9	2	-1
Nc1nonc1C(=O)NCCN=Cc1cc(Cc2ccccc2)cc(Br)c1O	nt	40	0	nt	29	-4.3	-7	nt	nt
O=c1c2[nH]c3ccccc3c2ncn1Cc1ccncc1	2	-5	1	1	18	-2.5	-17	-8	9
